Pol beta inh – inhibitors of human DNA polymerase beta | AID 485314 | 340,000 tested, 1.3% active | P06746 | Pol beta primer extension/strand displacement, fluorescence kinetic | Potency, µM (doses to about 114 µM), inactives show at the highest dose activity change, negative = inhibition, most hits filed as inhibitors; further: potency means the concentration at half of the fitted maximal effect; on the % scale 0 is the no-effect control and ±100 the full control effect
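Human Pol beta at 10 nM; strand-displacement substrate 50 nM final. Compound exposure 15 min at room temperature before start, reaction 10 min at room temperature.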
ERG Ets-DNA blk – inhibitors of human ERG Ets domain-DNA interaction; fluorescence polarization, His-ERG Ets domain / labelled DNA; Potency, µM (top dose mostly 76.9 µM), inactives show at the top dose FP activity, negative = inhibition, hits mostly inhibitors; 370,000 tested, 0.028% active; AID 624246; active means well fitted inhibition curve with a large enough effect in the polarisation, with a control signal flat; inconclusive means small, poorly fitted or top-dose-only effect, or effect the other way, or a change in a side signal; inactive means no such curve, though single readings can be large or run the other way; the % refers to the polarisation;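 further: polarization taken with two DNA probes labelled with fluorescein and Texas red; potency means the concentration at half of the fitted maximal effect; % of control where 0% means no effect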
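His-tagged ERG Ets domain (1 uM in the protein solution; 300mM KCl, 50mM Tris-HCl, 1mM EDTA, 1mM DTT, pH 7.5) received compound, then a probe mix of 5 nM fluorescein-DNA and 100nM Texas-615-DNA. Fluorescence polarization was read for both dyes.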
Apoferritin bind – candidate novel general anesthetic via apoferritin binding; P02791; apoferritin/1-aminoanthracene competitive binding, fluorescence; Potency, µM (doses to about 77.5 µM), without a hit: top-dose activity change, negative = displacement, most hits filed as inhibitors; 350,000 tested, 0.074% active; AID 485281; further: potency means the concentration at half of the fitted maximal effect; on the % scale 0 is the no-effect control and ±100 the full control effect; nearly all actives have a fitted effect of over 20% in size
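Probe: 1-aminoanthracene (50% saturated, PBS). Protein: horse-spleen apoferritin, 10 uM. Incubation: 10 min, room temperature. Detection: 380 nm excitation, 535 nm emission. Analysis: normalized response, four-parameter Hill.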
12-LOX inh – ALOX12 (human) lipoxygenase inhibition; Potency, µM (doses to about 108 µM), for inactives: top-dose activity change, negative = inhibition, actives largely listed as inhibitors; P18054; purified 12hLO, xylenol orange hydroperoxide absorbance; 580,000 tested, 1.1% active; AID 1671190; further: potency means the concentration at half of the fitted maximal effect; on the % scale 0 is the no-effect control and ±100 the full control effect
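Purified human 12hLO (150 nM final) in 25 mM Hepes, 0.01% Triton X-100, pH 7.0 was preincubated 15 min at room temperature with compound. Then 40 uM arachidonic acid was added, 30 min. Hydroperoxide was read by Fe-XO absorbance ratio 573/405 nm.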
POLH inh – inhibitors of human DNA polymerase eta. Q9Y253. recombinant Pol eta, fluorescent DNA replication assay. Potency, µM (highest dose often 114 µM), without a hit: at the top dose activity change, negative = inhibition, hits mostly inhibitors. 390,000 tested, 1.2% active; further: potency means the concentration at half of the fitted maximal effect; on the % scale 0 is the no-effect control and ±100 the full control effect
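Fluorescent replication assay: 50 nM final substrate added after a 15 min room-temperature compound preincubation with 10 nM enzyme. Signal taken at 0 min and again at 10 min.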
POLK inh – blocks human DNA polymerase kappa activity; purified Pol kappa, fluorescent DNA synthesis assay, 10 min; Potency, µM (series often up to 107 µM), for inactives: top-dose activity, negative = inhibition, actives largely listed as inhibitors; Q9UBT6; 400,000 tested, 0.53% active; further: potency means the concentration at half of the fitted maximal effect; on the % scale 0 is the no-effect control and ±100 the full control effect
Target sequence (Q9UBT6 whole entry, looked up): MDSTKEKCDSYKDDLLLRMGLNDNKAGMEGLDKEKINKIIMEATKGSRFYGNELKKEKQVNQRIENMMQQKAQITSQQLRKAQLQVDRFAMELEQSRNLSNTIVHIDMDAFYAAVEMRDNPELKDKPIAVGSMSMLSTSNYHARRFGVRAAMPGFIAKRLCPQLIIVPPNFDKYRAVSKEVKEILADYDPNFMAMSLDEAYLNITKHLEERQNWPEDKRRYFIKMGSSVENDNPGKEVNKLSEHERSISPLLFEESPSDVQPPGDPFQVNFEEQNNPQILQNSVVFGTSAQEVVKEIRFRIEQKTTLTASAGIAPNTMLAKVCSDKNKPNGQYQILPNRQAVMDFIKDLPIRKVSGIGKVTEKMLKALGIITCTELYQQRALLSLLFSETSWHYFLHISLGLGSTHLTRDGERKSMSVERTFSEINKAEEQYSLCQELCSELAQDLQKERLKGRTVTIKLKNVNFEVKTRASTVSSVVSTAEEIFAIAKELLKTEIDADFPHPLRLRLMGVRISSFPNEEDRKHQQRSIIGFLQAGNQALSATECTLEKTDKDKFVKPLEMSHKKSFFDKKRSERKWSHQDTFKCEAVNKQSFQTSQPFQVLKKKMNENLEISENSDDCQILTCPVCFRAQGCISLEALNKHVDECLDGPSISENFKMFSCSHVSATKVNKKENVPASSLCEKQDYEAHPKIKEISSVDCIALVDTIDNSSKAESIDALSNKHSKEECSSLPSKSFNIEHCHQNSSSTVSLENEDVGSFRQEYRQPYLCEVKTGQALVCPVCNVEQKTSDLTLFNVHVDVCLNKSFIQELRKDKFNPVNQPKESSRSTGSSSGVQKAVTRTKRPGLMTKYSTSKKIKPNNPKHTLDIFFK
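Activity was followed as the change in fluorescence between reads at 0 and 10 min after starting the reaction with 50 nM substrate. Beforehand, 10 nM polymerase had been preincubated with compound for 15 min at room temperature.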
APEX1 inh – APE1 (human) endonuclease inhibition; P27695; recombinant APE1, TAMRA/BHQ-2 abasic DNA cleavage fluorescence; Potency, µM (doses to about 65.8 µM), inactives show at the top dose activity change, negative = inhibition, usual class: inhibitors; 350,000 tested, 0.35% active; AID 2517;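 further: potency means the concentration at half of the fitted maximal effect; plate controls were vehicle for no effect and reference inhibitor for full effect; nearly all actives have a fitted effect of over 55% in size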
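Step 1: APE1 (0.75 nM) with compound, 15 min RT. Step 2: add 50 nM fluorophore/quencher THF duplex. Step 3: three fluorescence reads 60 s apart (525/598 nm); read 3 minus read 1 = reaction progress.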
RGS4 inh – inhibitors of human regulator of G protein signaling 4 | 390,000 tested, 0.039% active | Potency, µM (highest dose often 114 µM), for the others: at the highest dose activity change, negative = inhibition, usual class: inhibitors | Transcreener GDP fluorescence polarization, RGS4-accelerated GTP hydrolysis | P49798; further: potency means the concentration at half of the fitted maximal effect; on the % scale 0 is the no-effect control and ±100 the full control effect; nearly all actives have a fitted effect of over 75% in size; some results filed as inactive show a strong effect at the top dose
Target sequence (P49798 whole entry, looked up): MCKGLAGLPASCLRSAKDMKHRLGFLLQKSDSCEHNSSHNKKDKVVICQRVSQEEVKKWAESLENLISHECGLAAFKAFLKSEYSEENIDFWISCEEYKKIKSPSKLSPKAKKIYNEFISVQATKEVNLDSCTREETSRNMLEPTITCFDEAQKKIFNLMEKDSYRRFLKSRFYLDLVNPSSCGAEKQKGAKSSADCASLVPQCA
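MLSMR compounds (23 nl, pin-transferred) preincubated 10 min at room temperature with a 500nM (2x) first reagent, then RGS4 at 900nM (2x) plus Transcreener GDP mix added; fluorescence polarization (620/688 nm) read before and after 90 min at 30 °C.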
LDHA inh – LDHA (human) enzyme inhibition | purified LDHA, NADH/diaphorase-resazurin fluorescence; hits give low values | 480,000 tested, 0.15% active | P00338 | activity change, % (values are at about 110 or 230 µM) | AID 1347041; in the data active means activity change below about -30%; inconclusive means mostly about -25% to -30%;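 further: plate controls were DMSO wells for no effect and wells without enzyme for full effect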
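Remaining NADH was detected by diaphorase (0.133 mg/mL) converting 37 µM resazurin to fluorescent resorufin, read at 0 and 20 minutes. The preceding 5-minute room-temperature reaction used 2 nM LDHA, 0.2 mM sodium pyruvate and 0.06 mM NADH at pH 7.4.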
Active calls of the source: *; & = joins results of further samples; [ ] = another dose, or the depositor's remark. Unless noted, the call rests on the fitted dose curve; in most records, active means well fitted curve in the direction sought with a large enough effect; inconclusive means small, poorly fitted or top-dose-only effect, or another doubt; inactive means no such curve, though single readings can be large; an effect the other way counts as inactive or inconclusive.

What do the screens show for `Cc1cccc(OCC(=O)N2CCN(C(=O)c3ccc([N+](=O)[O-])cc3)CC2)c1`?
Pol beta inh: 21%; ERG Ets-DNA blk: 26%; Apoferritin bind: -12%; 12-LOX inh: -3%; POLH inh: -19%; POLK inh: -5%; APEX1 inh: 5%; RGS4 inh: -11%; LDHA inh: -3

How did COC(=O)c1cn(-c2ccccc2)nc1-c1ccccc1 do in these assays?
Pol beta inh: -2%; ERG Ets-DNA blk: -2%; Apoferritin bind: -11%; 12-LOX inh: -14%; POLH inh: -25%; POLK inh: -9%; APEX1 inh: -1%; RGS4 inh: -22%; LDHA inh: 3

Results for CC1(C)CC(NC(=O)c2ccc3c(c2)OCO3)CC(C)(C)N1 ?
Pol beta inh: 33%; ERG Ets-DNA blk: -4%; Apoferritin bind: -6%; 12-LOX inh: 64%[activator]; POLH inh: -5%; POLK inh: -5%; APEX1 inh: 1%; RGS4 inh: -4%; LDHA inh: -2

What do the screens show for `O=C(c1ccc2ccccc2c1)N1CCN(Cc2ccccc2)CC1`?
Pol beta inh: 33%; ERG Ets-DNA blk: 12%; Apoferritin bind: -15%; 12-LOX inh: inconclusive; POLH inh: inconclusive; POLK inh: -98%; APEX1 inh: 0%; RGS4 inh: 5%; LDHA inh: -3

Results for CCOc1ccc(-c2[nH]nc3c2C(c2ccc(O)cc2)C(C#N)=C(N)O3)cc1 (stereo not given) ?
Pol beta inh: -21%; Apoferritin bind: -16%; 12-LOX inh: -17%[57.4 µM]; POLH inh: 8%; POLK inh: -5%[60.1 µM]; APEX1 inh: 8%; RGS4 inh: -18%; LDHA inh: -4

What do the screens show for `Cc1ccccc1C(=O)NC1CCN(Cc2nnnn2CCc2ccccc2)CC1`?
Pol beta inh: -5%; ERG Ets-DNA blk: -9%; Apoferritin bind: 4%; 12-LOX inh: -9%; POLH inh: -12%; POLK inh: 5%; APEX1 inh: -6%; RGS4 inh: -22%; LDHA inh: -3

Results for COC(CNC(=O)CCc1c(C)nc2c(-c3ccccc3)c(C)nn2c1C)OC ?
Pol beta inh: 24%; ERG Ets-DNA blk: -7%; Apoferritin bind: 2%; 12-LOX inh: 0%&3%; POLH inh: -15%; POLK inh: 5%; APEX1 inh: 8%; RGS4 inh: 2%; LDHA inh: -1&1

What do the screens show for `CS(=O)(=O)c1[nH]nc(-c2cccc(Cl)c2)c1C#N`?
Pol beta inh: 3%; ERG Ets-DNA blk: -7%; Apoferritin bind: -5%; 12-LOX inh: inconclusive; POLH inh: -6%; POLK inh: -3%; APEX1 inh: -4%; RGS4 inh: -8%; LDHA inh: -7

How did CCOC(=O)c1ccccc1NC(=S)N1CCC(C)CC1 do in these assays?
Pol beta inh: -3%; ERG Ets-DNA blk: -10%; Apoferritin bind: -14%; 12-LOX inh: -2%; POLH inh: -14%; POLK inh: -38%; APEX1 inh: 0%; RGS4 inh: 11%; LDHA inh: -5

How did Nc1nnc(-c2cccc(F)c2)s1 do in these assays?
Pol beta inh: -23%; ERG Ets-DNA blk: 5%; Apoferritin bind: -4%; 12-LOX inh: inconclusive; POLH inh: 1%; POLK inh: 5%; APEX1 inh: -3%; RGS4 inh: -16%; LDHA inh: -16

Results for N#Cc1ccc(OC(=O)c2cc(-c3ccc4c(c3)OCCO4)on2)cc1 ?
Pol beta inh: 14%; ERG Ets-DNA blk: 26%; Apoferritin bind: 9%; 12-LOX inh: -24%; POLH inh: -13%; POLK inh: -1%; RGS4 inh: -23%; LDHA inh: 2

How did CN(Cc1cccnc1)C(=O)CNC(=O)COc1ccccc1 do in these assays?
Pol beta inh: -11%; ERG Ets-DNA blk: 0%; Apoferritin bind: 0%; 12-LOX inh: -27%; POLH inh: -22%; POLK inh: -15%; APEX1 inh: -5%; RGS4 inh: 0%; LDHA inh: -9

What do the screens show for `CCCC1=C([O-])C2N=CC=CC2=[N+](c2ccccn2)C1=O` (stereo not given)?
Pol beta inh: -23%; Apoferritin bind: -4%; 12-LOX inh: 1%; POLH inh: -7%; POLK inh: -4%; APEX1 inh: 1%; RGS4 inh: -54%; LDHA inh: 1

Results for Cc1ccsc1C(=O)OCC(=O)Nc1cccc(S(=O)(=O)N2CCOCC2)c1 ?
Pol beta inh: 7%[57.1 µM]; ERG Ets-DNA blk: 4%; Apoferritin bind: 8%; 12-LOX inh: -15%; POLH inh: -1%; POLK inh: -14%; APEX1 inh: 11%; RGS4 inh: 39%; LDHA inh: -4

What do the screens show for `CCOC(=O)c1c(C)nc(C)c(C(=O)OCC)c1-c1ccc(O)c(OC)c1`?
Pol beta inh: 30%; ERG Ets-DNA blk: 3%; Apoferritin bind: -2%; 12-LOX inh: inconclusive; POLH inh: -5%; POLK inh: -18%; APEX1 inh: -10%; RGS4 inh: -40%; LDHA inh: 0

What do the screens show for `CC(NC(=O)C1CC1)C(c1cccs1)N1CCOCC1` (stereo not given)?
Pol beta inh: 12%; ERG Ets-DNA blk: 16%; Apoferritin bind: 5%; 12-LOX inh: inconclusive; POLH inh: 5%; POLK inh: 2%; APEX1 inh: 13%; RGS4 inh: 17%[56.9 µM]; LDHA inh: -4

Results for CCOc1ccc(NC(=O)CC2C(=O)N(c3cccc(C)c3)C(=O)N2Cc2cccs2)cc1 (stereo not given) ?
Pol beta inh: 0%; ERG Ets-DNA blk: 1%; Apoferritin bind: -5%; 12-LOX inh: -20%; POLH inh: -20%; POLK inh: -7%; RGS4 inh: 5%; LDHA inh: 3

What do the screens show for `CC(C)N(C(=O)CN1C(=O)NC(c2ccccc2)(c2ccccc2)C1=O)C(C)C`?
Pol beta inh: -1%; ERG Ets-DNA blk: -5%; Apoferritin bind: -10%; 12-LOX inh: -8%; POLH inh: -10%; POLK inh: 1%; APEX1 inh: 8%; RGS4 inh: -3%; LDHA inh: -8

What do the screens show for `CC1CN(S(=O)(=O)c2ccc(C(=O)Nc3nccs3)cc2)CC(C)O1` (stereo not given)?
Pol beta inh: -2%; ERG Ets-DNA blk: -8%; Apoferritin bind: 0%; 12-LOX inh: -6%; POLH inh: -3%; POLK inh: -1%; APEX1 inh: 5%; RGS4 inh: 36%; LDHA inh: -8

What do the screens show for `Cc1ccc(-c2nc3nc(C)cc(Nc4ccccc4O)n3n2)cc1`?
Pol beta inh: inconclusive; ERG Ets-DNA blk: -17%; Apoferritin bind: -1%; 12-LOX inh: -21%; POLH inh: -11%; POLK inh: -14%[60.1 µM]; RGS4 inh: inconclusive; LDHA inh: -8

Results for CCC(=O)NC(=S)Nc1ccccc1C(F)(F)F ?
ERG Ets-DNA blk: -4%; 12-LOX inh: -9%; POLH inh: 3%; POLK inh: -11%; RGS4 inh: -37%; LDHA inh: -6

What do the screens show for `CCOC(=O)c1noc2ncnc(Nc3cc(Cl)c(OC)cc3OC)c12`?
Pol beta inh: -1%; ERG Ets-DNA blk: 0%; Apoferritin bind: 7%; 12-LOX inh: -22%; POLH inh: 2%; POLK inh: -5%; RGS4 inh: 9%; LDHA inh: -5

What do the screens show for `CCS(=O)(=O)c1nc(S(=O)(=O)c2ccc(C)cc2)c(N2CCC(O)CC2)s1`?
Pol beta inh: 32%; ERG Ets-DNA blk: 7%; Apoferritin bind: -2%; 12-LOX inh: -8%; POLH inh: 7%; POLK inh: -3%; APEX1 inh: inconclusive; RGS4 inh: 9%; LDHA inh: -10

Results for CSc1cccc(CNC(=O)C2CCC(=O)N(CCc3ccccn3)C2)c1 (stereo not given) ?
Pol beta inh: -15%; ERG Ets-DNA blk: 1%; Apoferritin bind: -4%; 12-LOX inh: -16%; POLH inh: -17%; POLK inh: -9%; APEX1 inh: 2%; RGS4 inh: 11%; LDHA inh: -2

Results for COc1ccccc1CNC(=O)C1CSC2(C)CCC(=O)N12 (stereo not given) ?
ERG Ets-DNA blk: 7%; 12-LOX inh: 14%; POLH inh: -12%; POLK inh: 8%; APEX1 inh: 4%; RGS4 inh: 0%; LDHA inh: 1

A stretch from further up:
What do the screens show for `Cc1cccc(OCC(=O)N2CCN(C(=O)c3ccc([N+](=O)[O-])cc3)CC2)c1`?
Pol beta inh: 21%; ERG Ets-DNA blk: 26%; Apoferritin bind: -12%; 12-LOX inh: -3%; POLH inh: -19%; POLK inh: -5%; APEX1 inh: 5%; RGS4 inh: -11%; LDHA inh: -3

How did COC(=O)c1cn(-c2ccccc2)nc1-c1ccccc1 do in these assays?
Pol beta inh: -2%; ERG Ets-DNA blk: -2%; Apoferritin bind: -11%; 12-LOX inh: -14%; POLH inh: -25%; POLK inh: -9%; APEX1 inh: -1%; RGS4 inh: -22%; LDHA inh: 3

Results for CC1(C)CC(NC(=O)c2ccc3c(c2)OCO3)CC(C)(C)N1 ?
Pol beta inh: 33%; ERG Ets-DNA blk: -4%; Apoferritin bind: -6%; 12-LOX inh: 64%[activator]; POLH inh: -5%; POLK inh: -5%; APEX1 inh: 1%; RGS4 inh: -4%; LDHA inh: -2

An excerpt, so the mix of outcomes need not match the whole.
